Screens as filed in PubChem.
AGP1-GFP MLPCN: alters AGP1-GFP fluorescence in TOR pathway yeast screen; S. cerevisiae AGP1-GFP multiplex flow cytometry, 3 h; GFP as percent of DMSO wells; GFP response vs DMSO, % at 10 µM; 320,000 compounds, 0.02% hits;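 active means GFP response relative to DMSO above a set limit, near screen average plus 3 SD, cut at about 150% in these data; inconclusive means fewer than 70 cells counted for the yeast strain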;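 further: median GFP channel fluorescence of the gated AGP1 strain per well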
LAP4-GFP MLPCN: yeast TOR pathway LAP4-GFP modulation; 320,000 compounds, 0.34% hits; AID 2023; S. cerevisiae LAP4-GFP multiplex, flow cytometry GFP, 3 h; median GFP as percent of DMSO wells; GFP response vs DMSO, % at 10 µM;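 active means GFP response vs DMSO above a set limit, about the screen mean plus 3 SD, cut at about 150% in these data; inconclusive means under 70 cell events counted for the yeast strain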
CIT2-GFP yeast: yeast TOR pathway CIT2-GFP modulation | S. cerevisiae CIT2-GFP strain, flow cytometry, 3 h; 100 means same as DMSO wells | GFP response vs DMSO, % at 10 µM | 320,000 compounds, 0.065% hits | AID 2029;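 active means GFP response relative to DMSO above a set limit, near the screen mean plus 3 SD, cut at about 150% in these data; inconclusive means Fewer than 70 cells measured for a yeast strain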;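 further: ratio of well median GFP fluorescence to mean of DMSO wells on the plate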
MEP2-GFP yeast: alters MEP2-GFP fluorescence in TOR pathway yeast screen; S. cerevisiae MEP2-GFP strain, flow cytometry GFP, 3 h; 100% = DMSO control level; 330,000 compounds, 0.51% hits; GFP response vs DMSO, % at 10 µM;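 active means GFP response versus DMSO above a set limit, roughly screen mean plus 3 SD, cut at about 180% in these data; inconclusive means fewer than 70 cells counted for a yeast strain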;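 further: median GFP fluorescence of the barcode-gated MEP2-GFP cells per well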
VLA-4 inh: inhibition in a human VLA-4 binding assay | P13612 | VLA-4 expressing cells, ligand binding flow cytometry | inhibition, % (about 7 µM as worked out from the volumes in the protocol) | 330,000 compounds, 0.2% hits | AID 2557; in the data active means inhibition above about 50%
Target sequence (P13612 whole entry, looked up): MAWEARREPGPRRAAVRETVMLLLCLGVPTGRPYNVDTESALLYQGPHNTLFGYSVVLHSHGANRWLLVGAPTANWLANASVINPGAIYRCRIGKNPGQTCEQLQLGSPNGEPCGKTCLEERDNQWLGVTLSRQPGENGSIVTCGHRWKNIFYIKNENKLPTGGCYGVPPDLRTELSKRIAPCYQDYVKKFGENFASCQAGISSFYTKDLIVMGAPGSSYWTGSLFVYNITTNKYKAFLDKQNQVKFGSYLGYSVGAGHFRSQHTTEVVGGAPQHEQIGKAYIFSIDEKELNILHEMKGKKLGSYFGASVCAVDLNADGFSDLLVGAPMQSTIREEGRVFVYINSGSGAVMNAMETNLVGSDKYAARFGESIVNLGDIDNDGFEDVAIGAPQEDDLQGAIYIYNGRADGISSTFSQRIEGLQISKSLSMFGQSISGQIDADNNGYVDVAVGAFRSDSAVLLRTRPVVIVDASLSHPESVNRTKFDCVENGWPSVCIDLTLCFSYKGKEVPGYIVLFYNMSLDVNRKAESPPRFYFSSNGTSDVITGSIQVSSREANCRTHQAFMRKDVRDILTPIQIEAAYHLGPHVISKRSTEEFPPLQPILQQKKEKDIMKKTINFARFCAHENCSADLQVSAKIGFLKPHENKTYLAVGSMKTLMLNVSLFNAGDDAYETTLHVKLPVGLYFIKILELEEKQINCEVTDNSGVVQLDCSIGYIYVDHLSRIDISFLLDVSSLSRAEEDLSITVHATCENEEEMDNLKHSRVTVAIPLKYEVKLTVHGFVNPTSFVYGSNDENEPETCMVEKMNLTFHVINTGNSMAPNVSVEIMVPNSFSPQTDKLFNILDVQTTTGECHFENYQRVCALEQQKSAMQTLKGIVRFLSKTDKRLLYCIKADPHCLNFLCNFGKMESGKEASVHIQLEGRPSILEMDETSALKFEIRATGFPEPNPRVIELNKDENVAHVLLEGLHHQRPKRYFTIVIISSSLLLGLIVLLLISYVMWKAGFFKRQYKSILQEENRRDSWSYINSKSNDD
RPL19A TOR yeast: yeast TOR pathway RPL19A-GFP modulation. percent response vs DMSO, % at 10 µM. S. cerevisiae RPL19A-GFP strain, flow cytometry, 3 h; stronger effect = lower value. 330,000 compounds, 0.3% hits. AID 2025;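 active means percent response vs DMSO below 50%; inconclusive means fewer than 70 events counted for the yeast strain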;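 further: median channel GFP fluorescence of the barcoded RPL19A-GFP strain; ratio of sample median GFP to plate DMSO average so 100% = DMSO; lower means less RPL19A-GFP as with rapamycin TOR inhibition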
GRK2 aptamer HTS: human GRK2 inhibition via aptamer displacement | bead flow cytometry, FAM-aptamer displacement from GRK2 | 330,000 compounds, 0.59% hits | AID 488847 | inhibition of aptamer binding, % at 10 µM;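 active means inhibition of aptamer binding above 40%, roughly 3 SD of noise, on plates passing a quality check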;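 further: median bead fluorescence of bound FAM aptamer so fluorescent compounds give negative values; no value below 0 was filed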
CR mimetic SO: yeast age-related superoxide inhibition as caloric restriction mimetic; S. cerevisiae aged cells, superoxide DHE fluorescence; stronger effect = lower value; superoxide response (% of plate mean), % at 10 µM; 330,000 compounds, 0.18% hits;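 active means superoxide response under a set limit, about three screen SD below normal, cut at about 65% in these data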;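 further: yeast aged for seven days with compound at 30 °C before DHE staining; 100% = average MFI of all compound-treated wells on the plate with controls excluded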
Numbers without * were called inactive; u = inconclusive; x = no result given.

structure,AGP1-GFP MLPCN,LAP4-GFP MLPCN,CIT2-GFP yeast,MEP2-GFP yeast,VLA-4 inh,RPL19A TOR yeast,GRK2 aptamer HTS,CR mimetic SO
O=C(CCNS(=O)(=O)c1ccc(Br)cc1)NC1CCN(Cc2ccccc2)CC1,101,99,103,98,12,93,0,87
O=C(N/N=C/c1coc2ccccc2c1=O)c1cccc([N+](=O)[O-])c1,106,100,93,96,9,94,1,99
O=C1CSC(=Nc2ccc(Cl)cc2)N1Cc1cccnc1,108,108,99,102,28,100,0,100
O=C(NC1CCCCCC1)C(=O)NC1CC1,94,101,106,111,3,102,1,93
O=C(NC(=S)Nc1ccc(N2CCCCC2)cc1)c1ccc2c(c1)OCCO2,101,91,98,92,20,99,0,90
O=C(NC(=S)N1CCc2ccccc21)c1ccccc1,95,103,89,105,8,99,2,97
O=C(Nc1cc(-c2nc3ncccc3o2)ccc1Cl)c1ccc2c(c1)OCO2,87,95,82,93,-2,88,0,88
O=C(NCC1CCCO1)c1onc(CSc2ccccc2)c1C(=O)O (stereo unspecified),91,107,89,96,5,98,0,91
Cc1ccc(S(=O)(=O)C2(S(=O)(=O)c3ccc(C)cc3)CCCC2)cc1,98,101,96,87,13,97,0,98
O=C(NNC1CC(=O)N(c2ccc3c(c2)OCCO3)C1=O)c1ccccc1 (stereo unspecified),99,102,103,93,-3,104,0,99
Cc1cccc(C(=O)NC(=S)Nc2ccc3[nH]c(=O)[nH]c3c2)c1,107,107,109,103,-12,103,3,111
CC12CCC(C(=O)NCCN3CCCCC3)(CC1=O)C2(C)C (stereo unspecified),90,79,88,93,-22,117,0,119
COc1cc(S(=O)(=O)N2CCOCC2)cc(C(=O)OCC(=O)NC2CCCCC2)c1OC,92,86,80,95,10,92,0,80
COc1ccc(CN2[C@@H](CC(C)=O)c3ccc(/C=C/C(C)=O)cc3S2(=O)=O)cc1,62,108,51,84,2,80,2,101
CC(C)(C)C(=O)Nc1ccc(-c2csnn2)cc1,98,108,95,100,-1,98,2,90
COc1ccccc1-c1cc(C(=O)NCc2ccco2)no1,91,110,90,101,0,93,0,110
N#CC[C@H](Cc1ccccc1)N1CCN(CCc2ccccc2)CCC1=O,82,103,71,92,28,98,0,101
N#CCCN(C(=O)COC(=O)c1ccc2c(c1)OCCO2)c1ccccc1,98,93,110,103,1,100,0,113
Cn1c(SCc2cccc([N+](=O)[O-])c2)nc2c(c1=O)SCC2,94,109,97,102,-7,95,0,86
COC(=O)CSC1=C(C#N)C(c2ccccc2)CC(=O)N1 (stereo unspecified),110,108,103,107,-1,103,0,121
COc1ccc(N2CCN(C(CNC(=O)C(=O)NCC3CCCO3)c3ccco3)CC2)cc1 (stereo unspecified),109,100,109,106,-8,107,2,88
COc1cc(-c2nnc(SCC3(c4ccc(Br)cc4)OCCO3)o2)cc(OC)c1OC,100,107,104,112,13,101,2,95
CCN(CCCNC(=O)CCNC(=O)Cn1cnc2ccccc2c1=O)c1ccccc1,88,87,84,94,-7,88,1,95
CCNc1nc(NCC)n2c(SCC(=O)Nc3ccc(CC)cc3)nnc2n1,105,115,92,100,-2,94,2,97
NC(=O)Cn1c(=O)oc2ccccc21,95,88,92,100,-9,98,2,91
COc1ccccc1C(=O)NC(CCSC)C(=O)NCC(c1cccs1)N1CCOCC1 (stereo unspecified),97,92,96,95,-1,93,1,100
CCCCN(C(=O)Cn1nnc2ccccc21)C(C(=O)NCCOC)c1ccccc1 (stereo unspecified),99,101,107,105,-4,98,1,95
Cc1ccccc1C(=O)N1CCC(C(=O)NC2CCCCCC2)CC1,104,87,114,103,-3,105,3,88
NC(=O)CC(NC(=O)Cc1cccc2ccccc12)c1ccc(NCCc2cccc(F)c2)c([N+](=O)[O-])c1 (stereo unspecified),92,109,83,90,0,104,0,106
O=C(Nc1nnc(CCN2CCOCC2)s1)c1ccccc1,99,93,99,94,1,99,0,99
COc1ccc(C(=O)NCC(=O)OCC(=O)c2c(C)[nH]c3ccccc23)cc1OC,100,110,104,108,22,104,0,90
COCCCNc1ncnc2nc[nH]c12,100,99,97,97,18,102,2,103
CC(=O)N/C(=C/c1ccc(OS(=O)(=O)c2ccc(C)cc2)cc1)C(=O)NCCO,84,76,73,u,8,89,0,87
COc1ccc(C)cc1NC(=S)N1CCN(c2ccccn2)CC1,102,91,106,96,18,104,4,74
O=C(Cc1ccc(F)cc1)NC(Cc1c[nH]c2ccccc12)C(=O)O (stereo unspecified),90,90,104,104,-5,91,3,101
CC(OC(=O)Cc1coc2cc3c(cc12)CCC3)C(=O)NC(N)=O (stereo unspecified),102,106,107,102,1,116,0,112
Cc1cnc(NC(=O)C(C)N2C(=O)C3CC=CCC3C2=O)s1 (stereo unspecified),99,98,102,100,16,98,1,94
Cc1cc(C)c(C#N)c(OCC(=O)c2ccc(Br)cc2)n1,91,115,84,92,1,102,11,129
c1ccc(OCCCc2nc(-c3ccccn3)no2)cc1,91,99,107,101,-4,99,0,96
Cc1cc(OCCCC(=O)Nc2cccc(-n3cnnn3)c2)ccc1Cl,103,94,102,104,-3,99,4,118
COc1ccc(C(=O)CCC(=O)NCCc2c[nH]c3ccccc23)cc1,102,117,105,113,-4,112,0,89
COC(=O)CCC(=O)N1CCCC(CO)(Cc2ccccc2)C1 (stereo unspecified),100,88,100,99,4,105,3,105
Cc1ccc2nc(SC(C(=O)Nc3ccc(F)cc3)c3ccccc3)[nH]c2c1 (stereo unspecified),108,101,106,105,9,103,0,97
Cc1ccc(-c2n[nH]c(=S)n2/N=C/c2ccncc2)cc1,115,108,107,109,-3,102,3,110
C=CCOc1c(Cl)cc(CNc2ccc(N(C)C)cc2)cc1OC,99,100,99,101,3,99,0,67
COc1cc(CNc2ncc(-c3ccc(Br)cc3)n2C)cc(OC)c1O,99,82,104,107,14,110,0,97
O=C(CSc1ncccn1)N1CCN(C(c2ccccc2)c2ccccc2)CC1,102,96,107,99,14,99,1,97
O=C(CN(Cc1ccccc1Cl)C(=O)c1csnn1)NCCc1ccccc1,99,89,98,96,6,97,1,111
Cc1cc(C)n2[nH]c(=O)c(N=Nc3ccc(S(N)(=O)=O)cc3)c2n1,110,101,113,96,0,102,1,99
COc1cc(OC)cc(C(=O)NCC(=O)OCC(=O)N2CC(C)CC(C)C2)c1 (stereo unspecified),92,96,88,91,-8,94,0,86
Clc1ccc(-c2cn3c(n2)-c2ccccc2C3)cc1Cl,105,112,94,90,-29,104,0,94
O=C(NCc1ccccc1)c1cc2nc(C3CC3)cc(C(F)(F)F)n2n1,x,104,96,98,7,98,0,101
CC(C)(C#N)C(C)(C)c1nn[nH]n1,97,94,97,101,-2,95,0,94
O=C(c1ccc2c(c1)OCCO2)N1CCN(c2ccc([N+](=O)[O-])cc2)CC1,105,104,106,108,-7,103,0,103
Cc1ccc(Cn2nnc3c(=O)[nH]c(C4CCN(S(=O)(=O)c5ccc(F)cc5)CC4)nc32)cc1,109,102,108,106,-2,100,4,89
O=S(=O)(NCC1OCCc2ccccc21)c1ccc(S(=O)(=O)N2CCOCC2)cc1 (stereo unspecified),77,91,76,100,18,93,0,108
CN(Cc1ccccc1)S(=O)(=O)c1ccc(N2CCCC2=O)cc1,89,99,86,89,-22,94,1,92
Cc1cc(OCC(=O)OCC(=O)NCC2CCCO2)ccc1Cl (stereo unspecified),97,99,90,97,0,94,1,127
COC(=O)CCNC(=O)c1nn(Cc2ccccc2)c(=O)c2ccccc12,104,100,103,109,32,105,1,100
Cc1ccc2c(-c3ccc([N+](=O)[O-])cc3)cc(=O)[nH]c2c1,102,108,119,99,-10,103,0,108

(list continues)
structure,AGP1-GFP MLPCN,LAP4-GFP MLPCN,CIT2-GFP yeast,MEP2-GFP yeast,VLA-4 inh,RPL19A TOR yeast,GRK2 aptamer HTS,CR mimetic SO
CCc1cc(=O)oc2cc(C)cc(OC(C)C(=O)NCc3ccccn3)c12 (stereo unspecified),108,93,104,102,3,103,3,99
Cc1cccc(/C(N)=N/OC(=O)c2ccc(Br)o2)c1,72,106,92,99,-5,104,0,92
O=C(C[C@H]1C/C=C\C[C@H](NC(=O)OCC2c3ccccc3-c3ccccc32)C(=O)OC[C@H](Cc2ccccc2)NC1=O)N[C@H](CO)Cc1ccccc1,106,98,116,103,6,105,0,80
O=C(CN1CCN(c2ccc(Cl)cc2)CC1)Nc1ccc(F)cc1,103,100,95,103,30,103,2,89
Cc1ccc(-n2cccn2)cc1,105,103,98,97,5,97,1,100
CCOc1ccc(NC(=O)c2cccc3c2C(=O)N(CC2CCCO2)C3)cc1 (stereo unspecified),99,103,90,102,5,106,1,108
COc1ccc(S(=O)(=O)N(CC(=O)NCc2ccncc2)Cc2ccccc2)cc1,103,93,102,104,-12,106,2,111
Cc1cc(NC(=O)C2CCCCC2)n(-c2nc3ccccc3[nH]2)n1,114,109,116,110,20,107,2,95
CN(C)S(=O)(=O)c1ccc(C(=O)NCc2nnc(SCC(=O)N3CCCCCC3)o2)cc1,108,119,101,112,29,110,2,102
CCc1ccc(S(=O)(=O)N/N=C\c2ccc3c(c2)OCO3)cc1,93,82,97,99,-14,100,2,120
CCc1nnc(NC(=O)CSc2nnc(C)n2CC2CCCO2)s1 (stereo unspecified),104,95,99,99,11,96,0,107
Cc1nc2ccc(NC(=O)c3ccco3)cc2nc1C,95,95,92,90,23,99,4,102
Cc1cc(C)c2c(-n3cccc3)c(NC(=O)OC(C)C)sc2n1,94,101,93,100,-1,92,0,125
CC1Sc2ccc(S(=O)(=O)N3CCC(C(=O)NCc4ccc(Cl)cc4)CC3)cc2NC1=O (stereo unspecified),107,96,107,102,1,104,5,105
O=C(/C=C/c1cccs1)NCc1cccs1,102,122,92,93,13,99,0,94
COC(C(=O)Nc1ccc(NC(=O)C(OC)c2ccccc2)cc1)c1ccccc1 (stereo unspecified),102,100,100,113,7,101,0,110
O=C(NCCNS(=O)(=O)c1ccccc1)c1cc(OCC(F)(F)F)ccc1OCC(F)(F)F,x,95,95,99,5,100,0,90
O=C(Nc1ccncc1)C1CCN(S(=O)(=O)c2cccc(C(F)(F)F)c2)CC1,109,109,98,100,0,100,0,105
CCN1C(=O)/C(=C\c2nc3ccccc3c(=O)n2CC)c2ccccc21,92,92,98,94,11,103,3,149
Cc1c(NC(=O)/C=C/C(=O)O)cccc1[N+](=O)[O-],111,109,98,104,17,101,1,96
Cc1cc(NC(=O)c2cc(C3CC3)on2)n(-c2ccccc2)n1,96,90,98,94,11,97,2,93
COc1ccc(CNC(=O)CCCNC(=O)c2ccc(Cl)cc2)cc1OC,100,98,97,98,46,98,0,107
Nc1ncc(Br)cc1S(=O)(=O)Nc1ccccc1F,116,117,103,107,29,103,2,111
C=CCc1ccccc1OCCCCN1CCCC1,108,108,115,109,-9,105,0,100

Rows are unselected; 1.7% or so of the library scored in one or more.
